# TRPC6 inh: blocks the mouse TRPC6 cation channel | Q61143 | HEK293-TRPC6, membrane potential dye, ACh-evoked depolarization; active compounds read low | B-score at 10 µM | actives 1.1% (n = 310,000);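 active = B-score under library mean minus 3 SD, initial fluorescence not abnormally high, positive integrated signal ratio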;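 note: B-score derived from integrated fluorescence ratio over the kinetic read; more negative B-score means stronger inhibition of depolarization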
# TRPC6 activator: activators of mouse TRPC6 channel. Q61143. actives 0.13% (n = 310,000). B-score at 10 µM. AID 2550. HEK293-TRPC6 membrane potential dye fluorescence; active compounds read high;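 active = B-score of the integrated fluorescence ratio above library mean plus 3 SD, and starting fluorescence ratio within library mean plus 5 SD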;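 note: higher score means more depolarization so channel activation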
# SKKanGAS inh: SKKanGAS growth inhibition. S. pyogenes SKKanGAS, kanamycin growth, BacTiter-Glo, 6 h. inhibition, % at 7.5 µM. actives 1.3% (n = 300,000);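 active = mean replicate score, as percent of positive control median, at least 50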;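 note: strain carries kanamycin resistance gene driven by streptokinase promoter and grows in 40 µg/ml kanamycin; loss of luminescence reflects streptokinase promoter inhibition or plain growth inhibition; 0% = median of DMSO wells and 100% = positive control at its reference dose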
# HIF act: HIF pathway transcriptional activation; actives 0.32% (n = 300,000); U2OS HRE-luciferase reporter, luminescence; normalized: DMSO 0%, desferrioxamine 100%; activation, % at 7.5 µM (by protocol);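 active = mean activation of at least 10% of the iron chelator positive control signal, with at least half of replicates also reaching 10%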
# MrgX1 antag: human MrgX1 receptor antagonism, primary screen. MRGX1-HEK293 calcium flux, Fluo-4, BAM8-22 antagonism; active compounds read low. B-score at 10 µM. actives 1.3% (n = 310,000). AID 588676;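 active = calcium-response B-score plate-corrected more than 3 library SD below zero, starting fluorescence within 5 deviations, no agonist response on first addition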;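 note: peak minus trough fluorescence over baseline after final BAM8-22 challenge near maximal dose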
# Target sequence (Q96LB2 whole entry, looked up): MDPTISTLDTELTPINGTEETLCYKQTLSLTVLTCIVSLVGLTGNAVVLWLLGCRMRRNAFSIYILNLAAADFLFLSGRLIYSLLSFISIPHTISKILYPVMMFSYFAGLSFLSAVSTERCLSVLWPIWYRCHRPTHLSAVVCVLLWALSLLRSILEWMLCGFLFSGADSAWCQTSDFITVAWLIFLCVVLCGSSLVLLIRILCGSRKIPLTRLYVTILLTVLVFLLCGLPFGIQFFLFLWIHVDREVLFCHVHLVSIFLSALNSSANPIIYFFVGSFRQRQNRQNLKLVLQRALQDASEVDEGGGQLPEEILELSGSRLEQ
# Platelet DG rel: modulates dense granule release in human platelets. actives 0.22% (n = 300,000). inhibition, %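 (compounds screened at 7.5 µM in platelet-rich plasma)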. human platelet-rich plasma, SFLLRN dense granule ATP release, luminescence;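 active = mean replicate score, as percent of positive control, at or above 50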
# MrgX1 agonist: activates human MrgX1 receptor signaling | Q96LB2 | MrgX1-HEK293 cells, Fluo-4 calcium fluorescence, agonist mode; active compounds read high | B-score at 10 µM | actives 0.44% (n = 310,000) | AID 588627;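 active = calcium response B-score plate-corrected fluorescence ratio at least 3 library SD, with starting fluorescence B-score inside 5 SD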
#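 System – MrgX1-expressing HEK293 cells · Incubation – cells plated overnight, dye loaded 0.5 h 37 °C, 0.5 h room temperature · Technique – kinetic Fluo-4 NW fluorescence of intracellular calcium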
# TRPC4 inh: blocks the mouse TRPC4 cation channel | AID 2247 | B-score at 10 µM | Q9QUQ5 | HEK293 TRPC4beta/mu-opioid, DAMGO-evoked Fluo4 calcium flux; active compounds read low | actives 0.39% (n = 300,000);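 active = B-score over 3 SD under the library average, no early fluorescence shift, positive overall ratio signal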
#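 Material: HEK293 cells with stable TRPC4beta plus mu-opioid receptor expression / Probe or stimulus: DAMGO in two steps, submaximal then maximal / Compound: single concentration per test compound / Technique: kinetic Fluo4 fluorescence imaging of calcium influx / Read-out: per-well B score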
# RGS4 pot: RGS4 potentiation or activation; HEK293 M3R/inducible RGS4, carbachol calcium flux Fluo4; active compounds read low; actives 0.92% (n = 310,000); B-score at 10 µM; AID 463111;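 active = B-score of the integrated calcium signal more than 4 SD below the library mean, with starting fluorescence not abnormally high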;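 note: negative B-score means reduced calcium response which marks RGS4 activation or potentiation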
#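 Detection: kinetic calcium fluorescence imaging with Fluo4-AM dye, 2 µM / Material: HEK293 cells with stable M3R and inducible RGS4 / Schedule: recording 10 s baseline at 1 Hz, 100 s post-agonist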
# RGS4 inh: human RGS4 inhibition; AID 463165; HEK293 M3R/RGS4 inducible, Fluo-4 calcium flux; active compounds read high; triggered by carbachol at its EC20; P49798; B-score at 10 µM; actives 0.45% (n = 310,000);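 active = B-score, a plate-corrected calcium signal, over three deviations above library mean, with baseline fluorescence within five deviations of library mean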;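 note: RGS4 expression induced by doxycycline in cells with stable M3 receptor; B-score is computed from the integrated fluorescence ratio over baseline after carbachol; higher B-score means a larger calcium signal and so more RGS4 inhibition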
# Target sequence (P49798 whole entry, looked up): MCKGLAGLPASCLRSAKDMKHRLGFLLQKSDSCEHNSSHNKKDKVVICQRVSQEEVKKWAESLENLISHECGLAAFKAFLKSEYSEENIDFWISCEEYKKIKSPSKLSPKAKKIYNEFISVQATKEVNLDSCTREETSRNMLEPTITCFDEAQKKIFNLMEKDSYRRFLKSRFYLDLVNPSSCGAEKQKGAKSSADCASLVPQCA
# MrgX1 allo act: allosterically activates human MrgX1 receptor signaling; Q96LB2; MrgX1-HEK293, Fluo-4 calcium flux, FDSS; active compounds read high; actives 0.63% (n = 310,000); B-score at 10 µM;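 active = plate-corrected calcium response at least 3 library SD above typical, normal starting fluorescence, not activating the receptor alone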;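 note: compound read alongside a low EC10 to EC30 dose of BAM8-22 agonist; peak minus trough fluorescence over baseline measured at the second addition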
# * hit, by the source's call; i = inactive; · = not tested or not shown; & = joins results of further samples.
# Start of the listing, in advance, two compounds:
SMILES,TRPC6 inh,TRPC6 activator,SKKanGAS inh,HIF act,MrgX1 antag,Platelet DG rel,MrgX1 agonist,TRPC4 inh,RGS4 pot,RGS4 inh,MrgX1 allo act
CC(C)c1ccc(S(=O)(=O)c2cn(Cc3ccc(F)cc3)c3cc4c(cc3c2=O)OCO4)cc1,i,i,-5,0.0,i,-12,i,i,i,i,i
O=C(CS(=O)(=O)c1ccc(F)cc1)N1CCOCC1,i,i,-1,0.7,i,-2,i,i,i,i,i

# The whole of this part (from the top)
SMILES,TRPC6 inh,TRPC6 activator,SKKanGAS inh,HIF act,MrgX1 antag,Platelet DG rel,MrgX1 agonist,TRPC4 inh,RGS4 pot,RGS4 inh,MrgX1 allo act
CC(C)c1ccc(S(=O)(=O)c2cn(Cc3ccc(F)cc3)c3cc4c(cc3c2=O)OCO4)cc1,i,i,-5,0.0,i,-12,i,i,i,i,i
O=C(CS(=O)(=O)c1ccc(F)cc1)N1CCOCC1,i,i,-1,0.7,i,-2,i,i,i,i,i
COc1ccc(CSc2nnnn2-c2ccc(C(N)=O)cc2)cc1[N+](=O)[O-],i,i,-4,1.8,i,0,i,i,i,i,i
COc1ccccc1CNCc1ccc(OC)c2ccccc12,-6.2*,i,-7,-0.9,i,12,i,-7*,i,i,i
CCCCC(=O)N(CCC)CCC,i,i,-1,-1.4,i,7,i,i,i,i,i
COc1cccc(C2NC(=O)N(CCCC(=O)O)C(C)=C2C(=O)OCc2ccccc2)c1 (centres undefined),i,i,0,-0.5,i,11,i,i,i,i,i
CCOc1ccc2[nH]cc(S(=O)(=O)c3ccc(Cl)cc3)c(=O)c2c1,i,i,-7,-0.1,i,-2,i,i,i,i,i
O=C(NCCc1nc2ccccc2[nH]1)c1ccco1,i,i,8,0.0,i,2,i,i,i,i,i
CCN(CC)S(=O)(=O)c1cc(NC(=O)CNc2cccc(S(=O)(=O)N3CCCC3)c2)ccc1C,i,i,3,0.4,i,-1,i,i,i,i,i
Cc1cc(NC(=O)C(C)C)n(-c2nc3ccccc3s2)n1,i,i,0,2.7,i,7,i,i,i,i,i
Cn1c(=O)c2c(ncn2CC(=O)OCC(=O)Nc2cc(Cl)ccc2Cl)n(C)c1=O,i,i,8,-0.5,i,-12,i,i,i,i,i
O=S(=O)(NCCc1csc(-c2cccnc2)n1)c1cc(F)ccc1F,i,i,-1,0.5,i,-3,i,i,i,i,i
O=C(COc1cccnc1[N+](=O)[O-])Nc1ccc2c(c1)OC(F)(F)O2,i,i,-15,0.5,i,-8,i,i,i,i,i
COc1ccc(CNC(=O)c2ccc(C(C)(C)C)cc2)cc1,i,i,7,5.3,i,-1,i,i,i,i,i
CC1=C(C(=O)N2CCCC(N3CCN(c4ccccc4F)CC3)C2)OCCO1 (centres undefined),i,i,-2,-0.5,i,0,i,i,i,i,i
CSc1ccc(C(=O)/C=C/c2ccc(N)cc2)cc1,i,i,0,2.3,i,20,i,i,i,i,i
Cc1cccc(NC(=O)c2ccoc2C)n1,i,i,-8,1.0,i,5,i,i,i,i,i
CC(NC(=O)Nc1ccccn1)N1C(=O)C2C3C=CC(C3)C2C1=O (centres undefined),i,i,10,-0.2,i,3,i,i,i,i,i
O=C(O)CCC(=O)N1CCc2cc(S(=O)(=O)N3CCCCC3)ccc21,i,i,3,-0.1,i,-5,i,i,i,i,i
Cn1cnnc1SCC(=O)c1cc2ccccc2o1,i,i,-2,0.0,i,-1,i,i,i,i,i
CN(CC(=O)Nc1ccc(F)cc1)C(=O)c1cccc(S(=O)(=O)N2CCN(c3ccc(F)cc3)CC2)c1,i,i,7,-0.3,i,11,i,i,i,i,i
COc1ccc(C(=O)NCC(=O)c2ccccc2)cc1,i,i,-2,-6.7,i,-9,i,i,i,i,i
CCOc1ccc(NC(=O)c2ccc3c(=O)n4c(nc3c2)CCCCC4)cc1,i,i,-6,-0.3,i,0,i,i,i,i,i
CN1CCc2ccccc2C1C1CCNCC1 (centres undefined),i,i,-2,0.3,i,16,i,i,i,i,i
COc1ccc(C(C(=O)NCC2CCCO2)N(C(=O)CNC(=O)c2cccs2)c2ccc(NC(C)=O)cc2)cc1OC (centres undefined),i,i,1,-0.3,i,3,i,i,i,i,i
COc1ccc(OC)c(NC(=O)CCN2CC(C)CC(C)C2)c1 (centres undefined),i,i,1,-6.5,i,-11,i,i,i,i,i
C/C(CC(=O)Nc1cccc(Cl)c1Cl)=N\NC(=O)C(=O)N1CCCC1,i,i,-4,1.5,i,-3,i,i,i,i,i
Clc1ccc(-n2cc(-c3ccc(Br)cc3)[n+]3c2CCCCC3)cc1,i,i,-1,-0.5,i,1,i,-6*,i,i,i
Cc1ccccc1NC(=O)COC(=O)c1cc[n+]([O-])cc1,i,i,-17,0.0,i,-4,i,i,i,i,i
CCc1nnc(SCC(=O)Nc2ccc(N3CCN(S(C)(=O)=O)CC3)cc2)o1,i,i,2,-0.2,i,7,i,i,i,i,i
COC(=O)Nc1ccc(S(=O)(=O)N2CCCC(C(=O)N3CCC(C)CC3)C2)cc1 (centres undefined),i,i,-26,-0.4,i,27,i,i,i,i,i
CCc1nc2ccc(C(=O)Nc3ccc4c(c3)OCO4)cc2nc1CC,i,i,·,·,i,·,i,i,i,i,i
Cc1ccc(CN2CCN(Cc3c(C)nn(C(C)C)c3C)CC2CCO)o1 (centres undefined),i,i,4,-0.4,i,6,i,i,i,i,i
Oc1c(CN2CCCC(C(F)(F)F)C2)cc(Cl)c2ccccc12 (centres undefined),i,i,14,0.5,i,10,i,i,i,i,i
COc1ccc(N(CC(=O)NC2CCCC2)S(=O)(=O)c2ccc(NC(C)=O)cc2)cc1,i,i,4,-0.1,i,-9,i,i,i,i,i
CCOC(=O)c1c(NC(=O)c2cccs2)sc2c1CCCC2,i,i,-3,-1.8,i,-3,i,i,i,i,i
Cc1cc(C)cc(OCC(=O)Nc2cccc(C(=O)O)c2)c1,i,i,-7,0.5,i,-6,i,i,i,i,i
CNC(=O)NC(=O)CSc1nc(-c2cccs2)c(C#N)c(=O)[nH]1,i,i,-16,0.3,·,-6,·,i,i,i,·
Cc1ccc(-c2nnn(CC(=O)N(Cc3ccco3)C(C(=O)NC(C)(C)C)c3ccncc3)n2)o1 (centres undefined),i,i,1,-0.1,i,2,i,i,i,i,i
CCOC(=O)c1cc2cc(OCc3ccccc3)ccc2nc1C,i,i,0,0.6,i,2,i,i,-11*,i,i
Cc1ccc(C(=O)C[n+]2cc(-c3ccccc3)n3c2CCCCC3)cc1,i,i,2&9,-0.5&-0.2,i,-4&-6,i,i,i,i,i
CCn1c(SCC(=O)Nc2sc3c(c2C#N)CCCC3)nnc1-c1ccncc1,i,i,7,0.0,i,3,i,i,i,i,i
C[C@]1(C(=O)O)Cc2oncc2C[C@@H]1C(=O)O,i,i,0,-0.4,i,-9,i,i,i,i,i
COc1ccc(S(=O)(=O)N2CCCCCC2)cc1N(C)S(=O)(=O)c1ccc(C)cc1,i,i,3,-0.5,i,1,i,i,i,i,i
C[C@@H]1C[C@H](O)c2cc(Cl)ccc2N1,i,i,-3,0.1,i,0,i,i,i,i,i
CCn1c(SCc2cccc(F)c2)nnc1-c1ccncc1,i,i,-1,-23,i,-2,i,i,i,i,i
c1ccc(CCN2CN=C(Nc3nc4ccccc4s3)NC2)cc1,i,i,6,0.1,i,-36,i,i,i,i,i
CCN(CC(=O)Nc1ccccc1OC)C(=O)C1CCC1,i,i,-5,0.0,i,-3,i,i,i,i,i
CCN(CC)S(=O)(=O)c1cccc(C(=O)Nc2cc(C)nn2-c2ccccc2)c1,i,i,-4,-0.2,i,-19,i,i,i,i,i
Cc1ccccc1NC(=O)CSc1nc(N2CCCCC2)nc(N2CCCCC2)n1,i,i,13,0.0,i,0,i,i,i,i,i
# Next records follow:
SMILES,TRPC6 inh,TRPC6 activator,SKKanGAS inh,HIF act,MrgX1 antag,Platelet DG rel,MrgX1 agonist,TRPC4 inh,RGS4 pot,RGS4 inh,MrgX1 allo act
COc1ccc([N+](=O)[O-])cc1NC(=O)C(C)OC(=O)CN1C(=O)C2CC=CCC2C1=O (centres undefined),i,i,-3,0.1,i,3,i,i,i,i,i
COc1cc(CC(=O)OCC(=O)Nc2ccc([N+](=O)[O-])cc2)cc(OC)c1OC,i,i,-4,-0.1,i,3,i,i,i,i,i
O=C(NCCCN1CCCC1)c1ccc(CSCc2cccc(Cl)c2)o1,i,i,5,0.0,i,3,i,i,i,i,i
CC(=O)Cn1ncc(N2CCOCC2)c(Br)c1=O,i,i,-1,-1.0,i,-1,i,i,i,i,i
Cc1ccc(CN(c2ccc(C(=O)NCc3cccnc3)cc2)S(C)(=O)=O)cc1,i,i,0,-0.1,i,-4,i,i,i,i,i
CCCCOc1ccc(C(=O)NN2C(=O)NC3(CCCCC3)C2=O)cc1OC,i,i,-7,0.1,i,8,i,i,i,i,i
CC(C)CN(C(=O)COC(=O)c1ccc([N+](=O)[O-])s1)c1c(N)n(Cc2ccccc2)c(=O)[nH]c1=O,i,i,17,-0.7,i,-7,i,i,i,i,i
COc1ccc(CN2CCC(C(=O)Nc3ccc(Oc4cccnc4)cc3)CC2)c(C)c1C,i,i,23,-0.2,i,-4,i,i,i,i,i
CCN(CC(=O)NCC(=O)Nc1cccc(C)c1C)Cc1ccccc1,i,i,-2,0.2,i,0,i,i,i,i,i
Cc1cc(=O)nc2c3ccccc3n(CC(=O)NCCCN3CCOCC3)n12,i,i,10,0.0,i,3,i,i,i,i,i
CN(C)C(=O)CSc1nnc(CCN)o1,i,i,0,-0.5,i,24,i,i,i,i,i
Cc1cccc(C(=O)Nc2ccc(C(=O)c3ccccc3)cc2)c1,i,i,0,-1.9,i,10,i,i,i,i,i
O=C(O)c1cc(NCc2cccs2)ccc1N1CCOCC1,i,i,1,1.0,i,3,i,i,i,i,i
CC(O/N=C/c1ccc(OC(F)F)cc1)C(=O)Nc1cccc(S(=O)(=O)N2CCOCC2)c1 (centres undefined),i,i,13,1.0,i,-9,i,i,i,i,i

# Limited to MrgX1 allo act and TRPC6 inh (2 entries from above):
canonical_smiles | MrgX1 allo act | TRPC6 inh
Cc1cccc(C(=O)Nc2ccc(C(=O)c3ccccc3)cc2)c1 | i | i
O=C(O)c1cc(NCc2cccs2)ccc1N1CCOCC1 | i | i

# Source: PubChem BioAssay (several laboratories)
